From PubChem BioAssay
KAT2A inh = GCN5L2 (KAT2A) acetyltransferase inhibition; hit rate 0.21% among 390,000; Q92830; GCN5L2 HAT assay, ThioGlo1 CoA-SH fluorescence; AID 504327; Potency, µM (top dose mostly 58.9 µM), for inactives: at the highest dose activity change, negative = inhibition, hits mostly inhibitors
Target sequence (Q92830 whole entry, looked up): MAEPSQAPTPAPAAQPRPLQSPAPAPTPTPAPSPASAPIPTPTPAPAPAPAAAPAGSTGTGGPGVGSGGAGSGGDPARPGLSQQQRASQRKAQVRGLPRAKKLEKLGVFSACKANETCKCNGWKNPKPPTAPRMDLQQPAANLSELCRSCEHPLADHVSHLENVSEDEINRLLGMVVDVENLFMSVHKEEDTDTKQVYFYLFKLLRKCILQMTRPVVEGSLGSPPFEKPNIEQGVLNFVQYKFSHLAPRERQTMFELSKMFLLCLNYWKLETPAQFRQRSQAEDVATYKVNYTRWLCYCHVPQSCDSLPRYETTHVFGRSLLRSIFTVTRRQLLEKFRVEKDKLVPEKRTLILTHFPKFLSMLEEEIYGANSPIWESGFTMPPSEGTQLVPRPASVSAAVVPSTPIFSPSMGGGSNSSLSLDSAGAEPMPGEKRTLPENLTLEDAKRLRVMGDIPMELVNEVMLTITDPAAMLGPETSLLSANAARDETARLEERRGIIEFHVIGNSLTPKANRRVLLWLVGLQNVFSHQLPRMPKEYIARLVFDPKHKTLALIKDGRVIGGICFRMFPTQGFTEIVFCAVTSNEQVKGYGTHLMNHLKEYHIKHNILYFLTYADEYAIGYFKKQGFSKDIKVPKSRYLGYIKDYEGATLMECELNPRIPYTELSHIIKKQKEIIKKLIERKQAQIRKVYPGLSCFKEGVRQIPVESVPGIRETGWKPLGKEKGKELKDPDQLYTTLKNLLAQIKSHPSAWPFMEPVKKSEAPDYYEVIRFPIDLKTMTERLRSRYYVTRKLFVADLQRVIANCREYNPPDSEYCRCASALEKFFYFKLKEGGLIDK
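Compounds, pin-transferred from DMSO stocks, meet 20nM GCN5L2 for 15 min before the reaction begins with H3(1-25) peptide (75uM) and acetyl-CoA (70uM). Thiol-reactive ThioGlo1 reports CoA release over 20 min at room temperature.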
FEN1 inh = human FEN1 inhibition; Potency, µM (series often up to 114 µM), for the others: at the highest dose activity change, negative = inhibition, usual class: inhibitors; hit rate 0.35% among 390,000; Recombinant FEN1 flap cleavage, fluorescence, 15 min; P39748; also: nearly all actives have a fitted effect of over 65% in size
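Read-out was taken twice, immediately and after 15 min, following addition of 50 nM substrate to 10 nM FEN1 that had sat with test compound for 15 min at room temperature. Curves came from a four-parameter Hill model.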
N370S GC = inhibits or activates N370S mutant glucocerebrosidase. N370S GC spleen homogenate, 4MU-glucoside fluorescence. Potency, µM (top dose mostly 59.4 µM), inactives show top-dose activity change, negative = inhibition, most hits filed as inhibitors. hit rate 0.092% among 330,000. AID 2101;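 also: 0% = full enzyme activity and -100% = no enzyme basal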
Active calls of the source: *; ? = inconclusive; nt = not tested or not shown; & = joins results of further samples; [ ] = remark or other dose. Calls follow the shape of the dose curve; as a rule, active = well fitted curve in the direction sought with a large enough effect; inconclusive = small, poorly fitted or top-dose-only effect, or another doubt; inactive = no such curve, though single readings can be large; an effect the other way counts as inactive or inconclusive. Unless noted, % is scaled to controls: 0 for no effect and ±100 for the full control effect; potency is read from the fitted curve at half-maximal effect.

Compound	N370S GC	KAT2A inh	FEN1 inh
C=CCNCCCCOc1ccc(Br)cc1C	-6%	-3%	5%
CCCOC(=O)CCCN1C(=O)/C(=C2\SC(=S)N(CCCC(=O)OCCC)C2=O)SC1=S	-3%	-4%	-7%
O=C(O)/C=C/c1cnn(-c2ccccc2)c1	0%	-6%	11%
Cc1cc(N/N=C/c2ccccc2Cl)nc(NCc2ccccc2)n1	-9%	-14%	-3%
COc1cccc(C(=O)NCc2nnc(SCC(=O)Nc3nccs3)n2-c2ccccc2)c1	1%	-2%	22%
COc1ccc(C(=O)COC(=O)Cc2c[nH]c3ccccc23)c(OC)c1	-4%	-4%	9%
COc1ccccc1/C=C(\C#N)C(=O)Nc1ccc(S(N)(=O)=O)cc1	-2%	0%	2%
Cc1cc(C)n(-c2ccc(C(=O)OCC(=O)Nc3cc(S(C)(=O)=O)ccc3Cl)cc2)n1	nt	-6%	-1%

Additional entries
Compound	N370S GC	KAT2A inh	FEN1 inh
CCc1ccc2occ(CC(=O)Nc3c(C(=O)Nc4ccc(Cl)cc4)oc4ccccc34)c2c1	nt	-7%	-15%
Cc1nn(CC(=O)c2ccc(Br)s2)c(C)c1[N+](=O)[O-]	7%	1%	0%
COc1cc(C#Cc2c(-c3ccccc3OC)oc3ccccc23)cc(OC)c1	nt	-2%	?
Cc1ccc(C(=O)OCC(=O)NCc2cccs2)cc1S(=O)(=O)N1CCOCC1	-6%	-6%	10%
COCC(=O)N1CCC2(CC1)CCN(c1ncccn1)CC2	-5%	-11%	nt
Cc1ccc(C(=O)NC(C)c2ccccc2)o1 (stereo not given)	14%	-3%	-9%
CN(c1ccccc1)S(=O)(=O)c1cccc(NC(=O)c2cncc(Br)c2)c1	0%	-16%	?
O=C(COc1cccc(NC(=O)c2cccc([N+](=O)[O-])c2)c1)c1ccc(Br)cc1	1%	-24%	-4%

(cont.)
Compound	N370S GC	KAT2A inh	FEN1 inh
C=C1CC[C@H](O)C/C1=C/C=C1\CCC[C@]2(C)C([C@H](C)CC[C@@H](O)C(C)(C)O)CC[C@@H]12 (stereo not given in full)	-2%	-18%	nt
CC(=O)Nc1ccc(-c2nc3ccccc3c(=O)o2)cc1	0%	-17%	1%
COc1ccc(OCC(=O)NC2CCCN(Cc3ccc(Cl)cc3)C2)cc1 (stereo not given)	-11%	-14%	0%
CC(C)N(Cc1ccccc1)C(=O)COC(=O)C1CCN(c2ccc(C(F)(F)F)cn2)CC1	4%	-13%	4%
COC(=O)c1cc2c(s1)c1cnn(Cc3ccccc3F)c(=O)c1n2C	-6%	0%	nt
COc1cc(OC)cc(C(=O)N(Cc2nc(-c3cccc(C)c3)no2)C(C)C)c1	?	-13%	3%
Cc1nc(C(=O)N2CCOCC2)sc1C1(C)CC(c2ccccc2)=NO1 (stereo not given)	1%	4%	-13%
COc1ccccc1C(=O)N1CCCC(c2nc(-c3cc(OC)c(OC)c(OC)c3)no2)C1 (stereo not given)	-16%	-5%	-2%

The listing continues.
Compound	N370S GC	KAT2A inh	FEN1 inh
O=C1c2ccccc2C(=O)N1CC#CCN1CCN(C2CCCCC2)CC1	-11%	-1%	1%
CCCCn1nnnc1NCc1cccnc1	2%	-3%	8%
Cc1ccc(NC(=O)c2cc3nc(-c4ccccc4)cc(-c4ccccc4)n3n2)cc1	nt	-6%	-5%
COc1ccc(N2C=C3C(=O)C(C)(OC(=O)CCc4ccccc4)C(=O)C=C3C=C2c2ccc(C#N)cc2)cc1 (stereo not given)	3%[12.8 µM]	-18%	4%
Cc1nc(C)c(C(=O)C2=C(O)C(=O)N(CCN3CCOCC3)C2c2cccnc2)s1 (stereo not given)	-26%	-9%	-3%
Cc1cccc(N2N=C(C(=O)N3Cc4ccccc4CC3C(N)=O)CCC2=O)c1 (stereo not given)	nt	-3%	3%
C[C@H](CO)N1C[C@H](C)[C@@H](CN(C)Cc2ccc(Cl)c(Cl)c2)Oc2c(NS(=O)(=O)c3cn(C)cn3)cccc2C1=O	nt	1%	-9%
Cc1noc(C)c1C(=O)OCC(=O)NCc1ccccc1	-2%	-10%	3%

Three compounds already listed, sorted by number of heavy atoms, ascending.
Compound	N370S GC	KAT2A inh	FEN1 inh
O=C1c2ccccc2C(=O)N1CC#CCN1CCN(C2CCCCC2)CC1	-11%	-1%	1%
Cc1nc(C)c(C(=O)C2=C(O)C(=O)N(CCN3CCOCC3)C2c2cccnc2)s1 (stereo not given)	-26%	-9%	-3%
COc1ccc(N2C=C3C(=O)C(C)(OC(=O)CCc4ccccc4)C(=O)C=C3C=C2c2ccc(C#N)cc2)cc1 (stereo not given)	3%[12.8 µM]	-18%	4%

Additional results.
Compound	N370S GC	KAT2A inh	FEN1 inh
Cc1cccc2cc(C3CC(c4ccco4)=NN3C(=O)CCC(=O)O)c(Cl)nc12 (stereo not given)	-10%	-6%	-9%
O=[N+]([O-])c1ccc(N2CCNCC2)c(S(=O)(=O)N2CCOCC2)c1	-2%	-1%	-1%
COc1cc(CN(C)CCc2ccccn2)cc(OC)c1OC	23%	1%	-8%
Brc1ccccc1-c1nnc(COc2cccc3cccnc23)o1	16%	1%	-10%
CNc1nc(-c2cccc(NS(C)(=O)=O)c2)nc2ccccc12	-7%	?	nt
CN(C)CCCN(C(=O)COc1ccccc1)c1nc2cc3c(cc2s1)OCO3	-4%	0%	1%
CCCCCCCCN=C(N)c1ccc(C(=O)OCC2CCCCC2)cc1	-10%	-9%	nt
CNc1ncnc2c1ncn2[C@H]1C[C@H](O)[C@@H](CO)O1	2%	9%	nt

Going on with the list.
Compound	N370S GC	KAT2A inh	FEN1 inh
CN(C)CCCNc1c2c(nc3cc(-c4cccc(F)c4)nn13)CCC2	-6%	2%	-1%
COc1cc(CNn2c(C)n[nH]c2=S)cc(Br)c1OCc1ccc(F)cc1	-6%	-3%	-8%
CC[C@@H](C)[C@@H](C(=O)N1CCNCC1)n1cc(CCC(=O)O)nn1	-4%	-4%	16%
COc1ccc(OC)c(-c2oc3ccccc3c(=O)c2O)c1	5%	-4%	-16%
COc1ccc(NC(=O)COC(=O)C(NC(=O)c2ccc(C)cc2)C(C)C)cn1 (stereo not given)	nt	-2%	6%
O=C(Nc1ccc(S(=O)(=O)Nc2cnc3ccccc3n2)cc1)c1ccccc1Br	-3%	-7%	3%
Cc1cc(C)c(NC(=O)COC(=O)CCn2c(C)csc2=O)c(C)c1	9%	-6%	43%[activator]
CCOC(=O)c1cccc(NC(=O)[C@@H](c2ccccc2)N2Cc3ccccc3C2=O)c1	nt	-7%	?

Next structures.
Compound	N370S GC	KAT2A inh	FEN1 inh
O=C(C[C@H]1C/C=C\C[C@H](NC(=O)OCC2c3ccccc3-c3ccccc32)C(=O)O[C@H](c2ccccc2)CNC1=O)N[C@H](CO)Cc1ccccc1	nt	-5%	-5%
COc1ccc2c(c1)Cc1sc(NC(C)=O)nc1-2	-3%	-9%	-11%
COc1ccc(C(=O)NCC(=O)OCc2ccc(F)cc2Cl)cc1OC	2%	0%	12%
CCCNC(=O)Cn1cnc2sc(C(=O)NCCCN3CCOCC3)c(C)c2c1=O	2%	-5%	-1%
CC(=O)O[C@H](CC(=O)O)C[N+](C)(C)C	-8%&14%	-4%	0%
CCC(C)(C)n1nnnc1C(c1ccc2ncccc2c1)N1CCN2CCCC2C1 (stereo not given)	-2%	2%	4%
Cc1cc(OCc2cc(C(=O)N(C)Cc3ccccn3)no2)cc(C)c1Cl	-1%	-18%	-18%
CC(C)(CNC(=O)Cc1ccc(NS(=O)(=O)c2cccc(C(F)(F)F)c2)cc1)N1CCOCC1	?	1%	5%

(listing goes on)
Compound	N370S GC	KAT2A inh	FEN1 inh
COCCN(C(=O)CCC(=O)Nc1cc(C)on1)C(C(=O)NC1CCCC1)c1ccccc1F (stereo not given)	-4%	3%	11%
O=C(NCc1ccccc1)C1=C[C@@H](c2ccc(C(F)(F)F)cc2)C[C@@H](OCc2ccc(CO)cc2)O1	?	-4%	-14%
O=C1/C(=C/c2ccc(N3CCCC3)cc2)NC(=S)N1C1CC1	10%	-4%	-23%
CC(C)C(C)NC(=O)COc1ccc([N+](=O)[O-])cc1Cl (stereo not given)	-1%	1%	14%
COc1ccccc1NC(=O)CSc1nnc(C2CCCCC2)n1-c1ccccc1	7%	-1%	-18%
S=C(NCCc1ccccn1)NC1CCCCC1	-1%	-2%	-1%
COc1cc2c(cc1NC(=O)CSc1ccccn1)oc1ccccc12	23%	-3%	-2%
Cc1ccc(C)c(N2CCN(C(=O)c3cc(S(=O)(=O)N4CCCC4)cn3C)CC2)c1	-9%	-8%&3%	-18%&3%

Further structures follow:
Compound	N370S GC	KAT2A inh	FEN1 inh
CCCOc1ccc(C(=O)CCC(=O)OCC(=O)Nc2cc(C)on2)cc1	13%	-11%	nt
CCc1cc(=O)oc2c(C)c3c(cc12)CN(CCc1ccccc1)CO3	nt	-25%	-2%
COc1ccc(-c2cn3c(n2)sc2cc(C(=O)NCCCN4CCCCC4)ccc23)cc1	nt	-10%	-19%
Cc1cc(NC(=O)CCC(=O)N(Cc2ccco2)C2(C(=O)NC3CCCC3)CCCCC2C)no1 (stereo not given)	-9%	-7%	13%
COc1ccc(C2C(C#N)=C(N)Oc3cc(N)ccc32)cc1 (stereo not given)	23%	-15%	-4%
CCN(Cc1ccccc1)C(=O)C1CCN(S(=O)(=O)c2c(C)noc2/C=C/c2ccc(C)cc2)CC1	nt	12%	-25%
CCOc1cccc(CN2CCN(c3cccc(C(F)(F)F)c3)CC2)c1O	-19%	-9%	-13%
COc1ccc(CNc2oc(Cc3cccc4ccccc34)nc2C#N)cc1	26%	-17%	-14%

Next part
Compound	N370S GC	KAT2A inh	FEN1 inh
COc1ccc(NC(=O)c2csc3c2CCCCC3)c(OC)c1	18%	-8%	-2%
Cc1ccc(S(=O)(=O)N2CCN(C(=O)CSc3ncn[nH]3)CC2)cc1	nt	-3%	6%
C=CC[C@@H](CC(=O)OC(C)(C)C)C(=O)OC[C@H]1CCCN1C(=O)[C@@H](CC=C)CC(=O)N(CCO)Cc1ccccc1	nt	1%	-2%
COCc1cc(=O)[nH]c(Nc2nc(C)c3cc(OC)ccc3n2)n1	5%	-6%	nt
Cc1ccc(S(=O)(=O)/N=C2/NC(=O)/C(=C/c3ccccn3)S2)cc1	9%	-3%	-8%
Cc1nnc(SCC(=O)c2c(N)n(C3CC3)c(=O)[nH]c2=O)n1-c1ccccc1	nt	3%	-1%
COC(=O)c1cc(=O)n(-c2c(Cl)cc(C(F)(F)F)cc2Cl)[nH]1	3%	3%	-6%
COc1ccc(-n2nnnc2-c2ccc(S(C)(=O)=O)cc2Cl)cc1	0%	1%	-4%

Five compounds out of the list above, arranged by the value under KAT2A inh, highest first.
Compound	N370S GC	KAT2A inh	FEN1 inh
COC(=O)c1cc(=O)n(-c2c(Cl)cc(C(F)(F)F)cc2Cl)[nH]1	3%	3%	-6%
C=CC[C@@H](CC(=O)OC(C)(C)C)C(=O)OC[C@H]1CCCN1C(=O)[C@@H](CC=C)CC(=O)N(CCO)Cc1ccccc1	nt	1%	-2%
Cc1ccc(S(=O)(=O)/N=C2/NC(=O)/C(=C/c3ccccn3)S2)cc1	9%	-3%	-8%
COCc1cc(=O)[nH]c(Nc2nc(C)c3cc(OC)ccc3n2)n1	5%	-6%	nt
COc1ccc(NC(=O)c2csc3c2CCCCC3)c(OC)c1	18%	-8%	-2%

Further compounds
Compound	N370S GC	KAT2A inh	FEN1 inh
O=C(NCCN1CCCCC1)c1cc(COc2c(F)cccc2F)on1	-9%	25%	4%
CN(C)S(=O)(=O)c1ccc(N2CCCC2)c(C(=O)Nc2nc3c(ccc4ccccc43)s2)c1	-9%	-5%	-3%
Cc1noc(C)c1C(=O)NCC(=O)Nc1ccccc1Br	nt	-5%	-13%
CCOc1ccccc1C1NC(=O)CCC1[N+](=O)[O-] (stereo not given)	-2%	-12%	-4%
CC(O)[C@H]1CNC(=O)C(=O)N1CCc1cccc2ccccc12 (stereo not given in full)	-1%	-5%	-3%
O=C(NC1CCCC1)C(c1ccccn1)N(C(=O)c1csnn1)c1ccccc1 (stereo not given)	-3%	1%	3%
COc1ccc(CCNC(=O)c2c[nH]c3ccc(F)cc3c2=O)cc1OC	-4%	-11%	1%
CC(CCc1ccccc1)NC(=O)c1nnc(Cc2ccc(F)cc2)o1 (stereo not given)	-3%	-1%	-2%

Carrying on.
Compound	N370S GC	KAT2A inh	FEN1 inh
COC(=O)c1cccc(-n2c(CCC(=O)O)ccc2-c2ccc(OC)cc2)c1	nt	-3%	-17%
CCN1CCN(C(=O)/C=C/c2cccc(Cl)c2)CC1	4%	0%	-4%
CC(CCc1ccccc1)NC(=O)Cc1ccc([N+](=O)[O-])cc1 (stereo not given)	7%	1%	1%
COc1ccccc1C1C([N+](=O)[O-])=CC([N+](=O)[O-])=CN1C (stereo not given)	1%	-11%	-9%
Cc1n[nH]c(C)c1CN(C)C(=O)C1CCC(=O)N(CCc2cccc(F)c2)C1 (stereo not given)	0%	-5%	19%
COc1ccc(-c2[nH]ncc2CN2CCCC(C(=O)c3ccc(OC)cc3OC)C2)cc1 (stereo not given)	-11%	0%	2%
CCOc1cc(C2C(C(=O)OC)=C(C)NC3=C2C(=O)c2ccccc23)c(Br)cc1OC (stereo not given)	nt	-11%	6%
CC(C)CC(=O)Nc1ccnn1C1CCN(C(=O)c2ccc(F)cc2Cl)CC1	0%	-10%	7%

Some of the compounds tested; the hit share may differ from the screen's.
